High-throughput results as filed in PubChem.
KOR beta-arrestin-1: kappa opioid receptor blockers – cell-based, luminescence, uHTS (AID 1778) | actives 0.091% (n = 290,000) | one-dose inhibition, % at 10 µM; IC50 in µM for titrated hits | KOR beta-arrestin recruitment, luminescence, antagonist mode; higher % means a stronger effect; note: strong numbers were not always called active
GPR35 antagonists: inhibition of zaprinast-stimulated GPR35 beta-arrestin translocation – imaging, U2OS, beta-arrestin-GFP, zaprinast agonist, primary screen (AID 2058). inhibition, % at 10 µM, or IC50 in µM where a hit was titrated. U2OS GPR35 beta-arrestin-GFP translocation imaging, zaprinast antagonism; higher % means a stronger effect. actives 0.052% (n = 290,000);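 active = inhibition of at least 50% with at least 30 cells and total cytoplasm GFP at most 10,000,000; inconclusive = under 30 cells or total GFP of 10,000,000 plus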
KOR beta-arrestin-2: KOR agonists, beta-arrestin recruitment, primary screen, cell-based, luminescence, uHTS (AID 1777). KOR beta-arrestin recruitment, luminescence; higher % means a stronger effect. activation, % at 10 µM; hits with a dose series show EC50 in µM. actives 0.02% (n = 280,000); in the data active = activation above about 50%, passing the limit was not always enough; note: a part of the inactive calls stands beside numbers as strong as those of hits
GPR55 LPI antagonism: GPR55 antagonists blocking LPI-driven arrestin recruitment, primary screen, imaging, U2OS, beta-arrestin-GFP, LPI agonist (AID 2013) | U2OS GPR55 beta-arrestin-GFP translocation imaging, LPI antagonism; higher % means a stronger effect | one-dose inhibition, % at 10 µM; IC50 in µM for titrated hits | actives 0.13% (n = 290,000);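 active = spots per cell inhibited over 60%, with over 100 cells counted and total cytoplasm intensity under 500,000; inconclusive = wells with under 100 cells, flagged as likely toxic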;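 note: U2OS cells stably carrying GPR55 and arrestin-GFP stimulated by 5 µM LPI near EC80; imaged beta-arrestin-GFP aggregate spots per cell after agonist stimulation; plate controls were LPI-stimulated DMSO wells for no effect and DMSO wells without LPI for full effect; some results filed as inactive read as strong as hits; confirmed hits need IC50 under 10 µM and bright autofluorescent wells are also inconclusive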
GPR55 activation: GPR55 agonists via beta-arrestin recruitment, primary screen, imaging, U2OS cells, beta-arrestin-GFP redistribution (AID 1961) | U2OS GPR55 beta-arrestin-GFP redistribution imaging; higher % means a stronger effect | activation, % at 10 µM, or EC50 in µM where a hit was titrated | actives 0.048% (n = 290,000);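 active = activation above 40% with more than 50 cells counted in the well; inconclusive = wells holding fewer than 50 cells, flagged as toxic or sparse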;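 note: U2OS osteosarcoma cells stably expressing GPR55 and beta-arrestin-GFP; plate controls were DMSO negative control for no effect and LPI positive control for full effect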
HIV fusion peptide: inhibitors of HIV fusion peptide binding, primary screen, biochemical, uHTS, fluorescence dequenching (AID 1986) | cell-free peptide binding, fluorescence dequenching, 30 min; higher % means a stronger effect | one-dose inhibition, % at 20 µM; IC50 in µM for titrated hits | actives 0.3% (n = 290,000); in the data active = inhibition mostly above about 52%, no sharp cut-off; inactive = mostly below about 76%; note: some results filed as inactive read as strong as hits
Myeloid diff MLP: myeloid differentiation induction; ER-HoxA9 myeloid progenitors, lysozyme-GFP differentiation, flow cytometry; calls only at 10 µM; actives 1% (n = 360,000);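 active = normalized GFP-positive differentiation at or above the plate's own cutoff, the solvent-only control mean plus 3 SD; inconclusive = no clear call, values can overlap the other calls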;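 note: cells exposed to compound for four days before flow analysis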
HEK293 NOD2/NF-kB: inhibition of NOD2-driven NF-kB reporter – cell-based, luminescence, uHTS, HEK293 (AID 1566); HEK293 NOD2/NF-kB luciferase reporter, luminescence; higher % means a stronger effect; one-dose inhibition, % at 4 µM; EC50 in µM for titrated hits; actives 0.63% (n = 290,000); note: many of its hits are not listed in these tables
NOD1 NF-kB reporter: NOD1 signaling inhibitors, primary screen, cell-based, luminescence, uHTS (AID 1578); NOD1-driven NF-kB luciferase reporter cells, luminescence; higher % means a stronger effect; one-dose inhibition, % at 4 µM; EC50 in µM for titrated hits; actives 1% (n = 290,000); in the data active = inhibition mostly above about 36%, no sharp cut-off; inactive = mostly below about 34%;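 note: HEK-293T reporter cells stimulated with the NOD1 agonist gamma-tri-DAP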
Myeloid diff MLP GFP+ MAC1+ %: further read-out of Myeloid diff MLP, marked with its call; GFP+ MAC1+ double positive, %; measured here: differentiation confirmed by MAC1 staining
The depositor's hits bear a star; i = inactive; ? = inconclusive; · = not tested or not shown; + = active, no number; [ ] = remark or other dose. Cut-off read from the data, not from the text of the source, unless noted: active = inhibition above about 50%; inactive = the rest. Only part of the results is shown (hit frequency here may not be typical).

SMILES	KOR beta-arrestin-1	GPR35 antagonists	KOR beta-arrestin-2	GPR55 LPI antagonism	GPR55 activation	HIV fusion peptide	Myeloid diff MLP	Myeloid diff MLP GFP+ MAC1+ %	HEK293 NOD2/NF-kB	NOD1 NF-kB reporter
O=C(NC(c1ccccc1)c1ccccc1)c1ccc(Br)o1	-15%	0%	-1.4%	-9%	0.0%	-2.5%	i	0.0	11%	-33%
CCOc1ccc(C2/C(=C(\O)c3ccc4c(c3)OCCO4)C(=O)C(=O)N2CCN2CCOCC2)cc1OC (stereo unspecified)	-1%	12%	-5.1%	-9%	-0.1%	-1.3%	i	1.4	-1%	7%
O=C1CC(N2CCCCCC2)C(=O)N1c1ccc(F)cc1 (stereo unspecified)	-9%	12%	-0.4%	-6%	0.3%	0.0%	i	0.3	3%	-38%
COC(=O)C1=C(C)Nc2nc(SCc3ccccc3)[nH]c(=O)c2C1c1cccs1 (stereo unspecified)	-7%	-7%	2.0%	4%	-0.2%	5.8%	i	2.1	7%	-26%
CC(C)CN(C(=O)CSc1nnc2ccccn12)c1c(N)n(CC(C)C)c(=O)[nH]c1=O	13%	-5%	-4.5%	-6%	-0.2%	1.0%	i	0.9	7%	21%
CCCN(CCC)Cc1c(C(=O)N/N=C/C(C)=C\c2ccco2)nnn1-c1nonc1N	-10%	-9%	-0.8%	-16%	0.62µM*	10%	i	0.0	-16%	-57%
Cc1cc(-c2csc(N)n2)c(C)n1C	20%	-1%	-6.6%	2%	-0.1%	0.8%	i	0.8	13%	2%
Cc1nc(NC(=O)CSc2nccn2C)sc1C(=O)N(C)C	6%	0%	3.6%	9%	0.0%	-0.9%	i	1.0	10%	-17%
O=C(CS(=O)(=O)c1ccccc1)Nc1ccc(S(=O)(=O)Nc2ccccn2)cc1	-5%[20 µM]	0%	-4.1%	3%	0.2%	0.7%	i	0.2	2%	-26%
C[C@@H]1CCC[C@@]2(O[C@H](CCO)C[C@@H](O)[C@@H]2O)O1	0%	15%	3.2%	2%	-0.3%	0.5%	i	0.9	6%	-34%
Cc1ccc(S(=O)(=O)N(C)CC(=O)OCC(=O)N2CC(=O)Nc3ccccc32)cc1	-37%	-4%	-7.6%	8%	-0.1%	2.3%	i	0.2	20%	-18%
O=C(CCc1nc2ccccc2[nH]c1=O)N/N=C/c1ccccc1	-33%[20 µM]	-3%	-2.2%	-2%	0.0%	-0.5%	i	0.1	10%	0%
CCOC(=O)Cc1csc(NC(=O)c2ccoc2C)n1	-7%	7%	-6.5%	2%	0.2%	-0.4%	i	2.5	-8%	-17%
Cc1cc(-c2nnc(SCC(=O)Nc3ccc(F)cc3F)n2N)n[nH]1	-13%	9%	-0.1%	16%	-0.2%	1.8%	i	2.9	0%	-16%
Cc1c(OCC(=O)NCC2CCC(C(=O)NCCCO)CC2)ccc2c(-c3ccccc3)cc(=O)oc12 (stereo unspecified)	-9%	-5%	-3.0%	-7%	-0.2%	0.8%	i	1.1	4%	-14%
CC(C)(C)C(=O)Nc1c2c(nn1-c1ccccc1)CSC2	-13%	-1%	-0.6%	0%	-0.2%	4.9%	i	2.9	7%	-30%
COc1ccc(OC)c(NC(=O)c2ccc(CN3CCc4ccccc4C3)cc2)c1	-7%	12%	0.6%	4%	-0.1%	-0.5%	i	0.2	13%	2%
O=C(CSc1nnc(-c2ccc(F)cc2)c2ccccc12)Nc1c(F)cccc1F	21%	-7%	5.9%	18%	0.3%	-2.9%	i	0.4	28%	-7%
Cc1cccn2c(=O)c(/C=C(\C#N)S(=O)(=O)c3ccccc3)c(N3CCN(C)CC3)nc12	-21%	-7%	8.0%	10%	-0.1%	0.2%	i	0.3	7%	-46%
CCOC(=O)N1CCC(N2C(=O)c3ccc(C(=O)NCc4ccco4)cc3C2=O)CC1	36%	-4%	-5.3%	-15%	-0.1%	-1.4%	i	1.4	-7%	-13%
CCCC(C)NC(=O)CSc1nnc2ccccn12 (stereo unspecified)	30%	5%	-4.5%	-9%	0.2%	2.0%	i	0.4	5%	-17%
Cc1cc(=O)[nH]c(N/N=C/c2ccc(N(C)C)cc2)n1	-4%	0%	48%	10%	0.3%	-0.2%	i	0.7	-14%	-10%
CCOc1ccc(CCNC(=O)CCS(=O)(=O)c2ccc(C)cc2)cc1OCC	18%	-2%	-3.6%	5%	-0.1%	-2.0%	i	0.2	26%	6%
O=C1c2cccc3cccc(c23)C(=O)N1CCN1CCN(C(=S)Nc2ccc(Cl)cc2)CC1	4%	-19%	4.2%	3%	-0.1%	-1.0%	i	1.2	-10%	-25%
COc1ccc(NC(=O)C23CC4CC(C2)CC(n2cnc(Br)n2)(C4)C3)cc1OC	-10%	-12%	0.8%	10%	0.0%	-0.7%	i	0.5	-18%	-9%

Already shown: four of the compounds above.
SMILES	KOR beta-arrestin-1	GPR35 antagonists	KOR beta-arrestin-2	GPR55 LPI antagonism	GPR55 activation	HIV fusion peptide	Myeloid diff MLP	Myeloid diff MLP GFP+ MAC1+ %	HEK293 NOD2/NF-kB	NOD1 NF-kB reporter
COC(=O)C1=C(C)Nc2nc(SCc3ccccc3)[nH]c(=O)c2C1c1cccs1 (stereo unspecified)	-7%	-7%	2.0%	4%	-0.2%	5.8%	i	2.1	7%	-26%
CC(C)CN(C(=O)CSc1nnc2ccccn12)c1c(N)n(CC(C)C)c(=O)[nH]c1=O	13%	-5%	-4.5%	-6%	-0.2%	1.0%	i	0.9	7%	21%
CCCN(CCC)Cc1c(C(=O)N/N=C/C(C)=C\c2ccco2)nnn1-c1nonc1N	-10%	-9%	-0.8%	-16%	0.62µM*	10%	i	0.0	-16%	-57%
Cc1cc(-c2csc(N)n2)c(C)n1C	20%	-1%	-6.6%	2%	-0.1%	0.8%	i	0.8	13%	2%

The listing continues:
SMILES	KOR beta-arrestin-1	GPR35 antagonists	KOR beta-arrestin-2	GPR55 LPI antagonism	GPR55 activation	HIV fusion peptide	Myeloid diff MLP	Myeloid diff MLP GFP+ MAC1+ %	HEK293 NOD2/NF-kB	NOD1 NF-kB reporter
Cc1onc(-c2ccccc2Cl)c1C(=O)Nc1sc2c(c1C#N)CCC2	-59%	-13%	-2.4%	3%	0.2%	-3.0%	i	1.0	20%	7%
Cc1ccc(N(C(=O)c2csnn2)C(C(=O)NC2CCCCC2)c2cccnc2)cc1 (stereo unspecified)	-2%	7%	-3.2%	5%	0.0%	1.1%	i	0.4	2%	-30%
Cc1ccc2cc(CCNC(=O)c3cccc([N+](=O)[O-])c3)c(=O)[nH]c2c1	-8%	12%	1.9%	-11%	-0.2%	-1.0%	i	0.0	-6%	26%
CCn1c2ccc(C)cc2c2nnc(SCCN3CCOCC3)nc21	-12%	3%	-2.6%	6%	0.4%	0.3%	i	0.2	-7%	-27%
COc1ccc(C(=O)Nc2ccc3ccccc3c2)cc1OC	1%	2%	0.4%	3%	-0.2%	1.7%	i	0.4	-44%	-12%
COCCN(CC(=O)NC1CCCCC1)C(=O)c1csnn1	5%	-8%	5.2%	-22%	-0.1%	-1.4%	i	2.7	4%	10%
COc1ccc(/C=C2/C(=O)N(c3ccccc3)N=C2C)cc1OC	-83%[20 µM]	7%	0.9%	13%	0.9%	-1.5%	i	0.4	2%	-21%
CCCn1c(CCC(=O)O)nc2cc(S(=O)(=O)N3CCCC3)ccc21	25%	-2%	1.9%	11%	0.0%	1.2%	i	0.8	8%	0%
Cc1noc(C)c1COC(=O)c1ccc2c(c1)OCO2	6%	0%	4.1%	-11%	-0.2%	0.7%	i	0.1	-12%	-18%
O=C(Cc1ccccc1)NCCCc1ccccc1	-24%	5%	6.7%	-2%	0.0%	4.9%	i	2.7	-22%	-14%
COC(=O)C(NC(C)=O)(Nc1ccccn1)C(F)(F)F (stereo unspecified)	-14%	-6%	7.0%	1%	0.0%	0.4%	i	1.3	13%	4%
COc1ccc(NC(=O)Cn2nnc(-c3ccccc3NC(=O)c3ccco3)n2)cc1	-5%	7%	46%	6%	-0.3%	1.4%	+	2.7*	-18%	-6%
COc1ccc(/C=N/NC(=O)c2cccc(COCC(F)(F)C(F)F)c2)cc1	-15%	-7%	0.5%	7%	0.5%	-0.9%	i	0.2	19%	-12%
C=CCn1c(Cc2c[nH]c3ccccc23)nnc1SCC(=O)NCc1ccccc1	2%	4%	1.4%	4%	0.0%	-3.3%	i	0.7	7%	-3%
COc1ccc(-n2c(N)cc(=O)[nH]c2=O)cc1	-7%	14%	-1.1%	18%	-0.1%	0.4%	·	·	17%	2%
CC(=O)NS(=O)(=O)c1ccc(NC(=O)/C=C/c2ccccc2)cc1	0%	6%	9.0%	4%	0.2%	1.5%	i	0.2	-12%	21%
COc1ccc(NC(=O)C2C3CCC(C3)C2C(=O)O)cc1OC (stereo unspecified)	12%	-2%	2.5%	8%	0.3%	-3.1%	i	1.3	4%	-26%
O=C(CC1C=Cc2ccccc2N1C(=O)c1ccccc1)c1ccccc1 (stereo unspecified)	-9%	12%	6.4%	20%	-0.1%	-0.7%	i	0.3	12%	10%
O=C(CN1CCN(c2ccccc2)CC1)Nc1ccc2c(c1)OCCO2	-15%	10%	-1.6%	-1%	0.5%	1.9%	i	0.3	0%	-34%
O=[N+]([O-])c1cccnc1NCCc1c[nH]c2ccccc12	18%	-1%	-2.4%	5%	-0.1%	-1.4%	i	0.8	-96%	-18%
COc1ccc(Br)cc1C1NC(=O)c2c(sc3c2CCN(C)C3)N1 (stereo unspecified)	16%	4%	7.8%	4%	-0.3%	3.3%	i	0.5	15%	11%
Cc1ccc(N2C(=O)N(CC(=O)NCc3ccccc3Cl)C(=O)C2C)cc1 (stereo unspecified)	18%	5%	-7.8%	11%	-0.3%	-2.1%	i	0.9	-51%	-39%
CN1CCN(CCCC(=O)c2ccc(F)cc2)CC1	6%	-2%	-6.5%	10%	-0.3%	-0.5%	i	2.0	15%	6%
CCS(=O)(=O)c1ccc2oc(SCC(=O)NCCC3=CCCCC3)nc2c1	5%	-8%	-3.5%	5%	-0.2%	1.4%	i	0.8	9%	-1%
Cc1cc(C(=O)Cn2cc(C(F)(F)F)ccc2=O)c(C)n1-c1ccccc1	18%	-1%	0.3%	-12%	?	-2.3%	i	0.7	23%	11%
